Compound activity from PubChem.
IDH1 mut inh = blocks human IDH1 R132H reductase activity. O75874. 70,000 tested, 0.18% active. diaphorase/resazurin fluorescence, 60 min. inhibition, % at 10 µM; in the data active means inhibition above about 34%; inconclusive means no clear call, values can overlap the other calls; inactive means below about 11%;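 further: 0% = DMSO and 100% = no enzyme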
Target sequence (O75874 whole entry R132H): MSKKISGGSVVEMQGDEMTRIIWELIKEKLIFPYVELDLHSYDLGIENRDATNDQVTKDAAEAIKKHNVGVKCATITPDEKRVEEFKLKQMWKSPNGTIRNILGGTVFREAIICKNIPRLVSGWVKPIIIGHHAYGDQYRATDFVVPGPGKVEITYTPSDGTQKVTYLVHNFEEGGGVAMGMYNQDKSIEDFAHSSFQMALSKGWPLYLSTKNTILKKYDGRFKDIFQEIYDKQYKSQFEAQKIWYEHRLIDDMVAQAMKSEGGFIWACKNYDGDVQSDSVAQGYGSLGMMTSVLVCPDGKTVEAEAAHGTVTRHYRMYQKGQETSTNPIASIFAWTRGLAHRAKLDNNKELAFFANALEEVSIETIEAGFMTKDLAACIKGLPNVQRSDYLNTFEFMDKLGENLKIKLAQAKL
PRC2 inh = inhibitors of human EZH2/PRC2 methyltransferase; inhibition, % at 12.5 µM; PRC2 H3K27 methylation, DELFIA TRF, 1 h; 57,000 tested, 0.35% active;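 active means mean inhibition of replicates at least 50% and every single replicate also reaching 50%; inconclusive means mean inhibition at least 50% but some replicate falls below 50%; inactive means mean inhibition under 50%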;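 further: dimethyl H3K27 on biotinylated H3 21-44 peptide detected by antibody; plate controls were median neutral control wells for no effect and median positive control wells for full effect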
* = called active by the depositor; ? = inconclusive; . = not tested or not shown.

SMILES | IDH1 mut inh | PRC2 inh
CCC(=O)N(C)C[C@@H]1Oc2cc(C#CC3CCCC3)ccc2S(=O)(=O)N([C@H](C)CO)C[C@@H]1C | . | -4
C[C@@H]1CN([C@@H](C)CO)C(=O)c2cc(-c3ccccc3)cnc2O[C@H]1CN(C)C(=O)c1cccnc1 | 0.2 | .
C[C@@H]1CN([C@@H](C)CO)C(=O)Cc2cc(NC(=O)CCC(F)(F)F)ccc2O[C@@H]1CN(C)C(=O)Nc1ccccc1 | 1.4 | 7
C[C@@H]1CN([C@H](C)CO)C(=O)c2cccc(NS(=O)(=O)c3cn(C)cn3)c2O[C@H]1CN(C)Cc1ccc(Cl)c(Cl)c1 | 1.1 | 1
NC(=O)CSc1nnnn1-c1cccc(O)c1 | -0.1 | 8
O=C(CC1CC1)N[C@H]1CC[C@H](CCNS(=O)(=O)c2ccc(Cl)cc2)O[C@@H]1CO | 0.1 | -4
CC(C)NC(=O)Nc1ccc2c(c1)CC(=O)N([C@H](C)CO)C[C@H](C)[C@@H](CN(C)CC1CCCCC1)O2 | 0.0 | 10
COc1ccc(S(=O)(=O)Nc2ccc3c(c2)CC(=O)N([C@H](C)CO)C[C@H](C)[C@@H](CN(C)C(=O)NC2CCCCC2)O3)cc1 | -20 | .
COc1ccc(S(=O)(=O)N(C)C[C@H]2Oc3c(NC(=O)Nc4ccccc4)cccc3C(=O)N([C@H](C)CO)C[C@@H]2C)cc1 | 0.3 | .
C[C@H]1CN([C@@H](C)CO)C(=O)c2cc(C3=CCCC3)cnc2O[C@H]1CN(C)Cc1cccc(F)c1 | 0.3 | .
Cc1noc(C)c1S(=O)(=O)Nc1ccc2c(c1)CC(=O)N([C@@H](C)CO)C[C@@H](C)[C@H](CN(C)Cc1ccncc1)O2 | 0.9 | .
C[C@@H]1CN([C@@H](C)CO)C(=O)CCCn2cc(nn2)CO[C@H]1CN(C)C(=O)Nc1ccc(-c2cccs2)cc1 | -0.6 | .
COc1ccc(NC(=O)Nc2ccc3c(c2)C(=O)N([C@H](C)CO)C[C@H](C)[C@@H](CN(C)Cc2ccc(C(F)(F)F)cc2)O3)cc1 | 0.3 | 17
C[C@H]1CN([C@@H](C)CO)C(=O)c2cc(C#Cc3cccc(F)c3)cnc2O[C@H]1CN(C)C(=O)c1ccccc1F | -0.2 | -33
COc1ccc(CNC(=O)C[C@H]2C[C@@H]3c4cc(NC(=O)CN(C)C)ccc4O[C@@H]3[C@H](CO)O2)cc1 | -0.2 | 3
C[C@@H]1CN([C@H](C)CO)C(=O)c2cc(Br)cnc2O[C@H]1CN(C)CC1CCOCC1 | 0.7 | 13
CCC(=O)N1CCN(c2ccc(Cl)cc2NC(=O)COc2cc(C)c(Cl)c(C)c2)CC1 | -0.2 | -16
C[C@@H]1CCCCO[C@H](CN(C)S(=O)(=O)c2ccccc2)[C@@H](C)CN([C@H](C)CO)C(=O)c2cc(NC(=O)c3ccccc3)ccc2O1 | 0.9 | .
C[C@H](CO)N1C[C@H](C)[C@H](CN(C)Cc2ccc(C(=O)O)cc2)Oc2c(NC(=O)Nc3cccc4ccccc34)cccc2C1=O | . | 4
COc1ccc(NC(=O)N(C)C[C@@H]2Oc3ccc(N(C)C)cc3C(=O)N([C@H](C)CO)C[C@@H]2C)cc1 | . | -3
CCOC(=O)COc1cccc(-c2nc3ccccc3s2)c1 | 0.0 | 19
CCc1ccccc1NC(=O)CSc1nnc(N)s1 | -0.2 | -1
COc1ccccc1CNC(=O)C[C@@H]1C=C[C@H](NC(=O)CC2CC2)[C@@H](CO)O1 | -0.1 | 6
COCC(=O)N(C)C[C@@H]1Oc2cc(Br)ccc2S(=O)(=O)N([C@H](C)CO)C[C@@H]1C | 0.3 | -5
O=C(C[C@@H]1C=C[C@H](NC(=O)c2ccncc2)[C@H](CO)O1)NCC1CCCCC1 | -0.1 | -4
(next part)
SMILES | IDH1 mut inh | PRC2 inh
COc1ccc(NC(=O)c2cccc(NC(=O)C3C4CC5OC(=O)C3C5C4)c2)c(OC)c1 (stereo not given) | -0.3 | -1
COc1ccc(NC(=O)N(C)C[C@@H]2Oc3c(NS(=O)(=O)c4ccc(F)cc4)cccc3C(=O)N([C@H](C)CO)C[C@H]2C)cc1 | -0.1 | .
O=C(CSc1nc2ccccc2c(=O)n1CC1CCCO1)c1ccc(Br)cc1 (stereo not given) | -0.2 | 1
CCCN(C)C[C@H]1Oc2cc(-c3ccc(C)cc3)ccc2S(=O)(=O)N([C@@H](C)CO)C[C@H]1C | 0.4 | -19
C[C@H](CO)N1C[C@H](C)[C@H](CN(C)Cc2ccc3c(c2)OCO3)Oc2ccc(NC(=O)c3ccncc3)cc2C1=O | . | -3
COc1ccccc1NC(=O)CSc1nnc(-c2ccc(F)cc2)n1C | -0.2 | -8
CC(C)NC(=O)Nc1ccc2c(c1)CC(=O)N([C@@H](C)CO)C[C@H](C)[C@@H](CN(C)S(=O)(=O)c1ccccc1)O2 | -0.2 | 11
Cc1cccc(-n2c(N)cc(=O)nc2SCC(=O)N2c3ccccc3Sc3ccccc32)c1 | 0.2 | -14
C[C@H](CO)N1C[C@H](C)[C@@H](CN(C)S(=O)(=O)c2cn(C)cn2)Oc2ccc(NC(=O)NC3CCCCC3)cc2CC1=O | -10 | .
O=C(C[C@H]1C[C@H]2c3cc(NC(=O)Nc4ccccc4F)ccc3O[C@H]2[C@@H](CO)O1)NCc1ccccn1 | -1.0 | -4
C[C@H](CO)N1C[C@H](C)[C@@H](CN(C)Cc2cccnc2)Oc2ncc(-c3ccccc3)cc2C1=O | 0.0 | 0
N#Cc1ccccc1NC(=O)COc1ccccc1[N+](=O)[O-] | -0.3 | -12
CO[C@H]1CN(C)C(=O)c2ccc(NC(=O)C3CC3)cc2OC[C@@H](C)N(C(=O)c2cnccn2)C[C@H]1C | 0.3 | 13
C[C@@H]1CN([C@@H](C)CO)C(=O)c2cccc(NC(=O)c3ccc(-c4nccs4)cc3)c2O[C@@H]1CN(C)S(=O)(=O)c1cn(C)cn1 | -5.3 | .
COc1ccc(OC)c(NC(=O)C(=O)NCc2ccco2)c1 | -0.2 | -1
C[C@H](CO)N1C[C@H](C)[C@@H](CN(C)C(=O)c2ccc3c(c2)OCO3)Oc2cc(-c3ccncc3)ccc2S1(=O)=O | -0.4 | .
C[C@H](CO)N1C[C@H](C)[C@H](CN(C)C(=O)Nc2ccccc2)Oc2ccc(NC(=O)CCN3CCOCC3)cc2C1=O | 0.6 | .
C/C=C/c1ccc2c(c1)O[C@@H](CN(C)Cc1cncnc1)[C@@H](C)CN([C@@H](C)CO)S2(=O)=O | 0.2 | 1
C[C@@H]1CN([C@@H](C)CO)C(=O)Cc2cc(NC(=O)CCCCCC(=O)Nc3ccccc3N)ccc2O[C@@H]1CN(C)S(=O)(=O)c1cn(C)cn1 | . | -5
C/C=C/c1ccc2c(c1)O[C@H](CN(C)C(=O)Nc1ccc(OC)cc1)[C@H](C)CN([C@@H](C)CO)S2(=O)=O | 0.2 | -6
CC(C)NC(=O)N(C)C[C@@H]1Oc2ccc(N(C)C)cc2C(=O)N([C@H](C)CO)C[C@@H]1C | 0.2 | 4
CCS(=O)(=O)Nc1ccc2c(c1)C(=O)N(C)C[C@H](OC)[C@@H](C)CN(C(=O)C1CCC1)[C@H](C)CO2 | 0.2 | 3
C/C=C/c1cnc2c(c1)C(=O)N([C@@H](C)CO)C[C@H](C)[C@@H](CN(C)C(=O)C1CCOCC1)O2 | . | 8
C[C@H](CO)N1C[C@H](C)[C@@H](CN(C)C)OCCCC[C@H](C)Oc2ccc(NC(=O)NC3CCCCC3)cc2C1=O | . | 0
C[C@@H]1CN([C@@H](C)CO)C(=O)Cc2cc(NS(=O)(=O)c3ccc(F)cc3)ccc2O[C@H]1CN(C)Cc1ccc(Oc2ccccc2)cc1 | 2.6 | .
Next entries follow:
SMILES | IDH1 mut inh | PRC2 inh
CCCN(C)C[C@@H]1Oc2ncc(C#CC3CCCCC3)cc2C(=O)N([C@@H](C)CO)C[C@H]1C | -0.1 | -47
COC(=O)Nc1sc(C)c(C)c1C(=O)NCc1cccnc1 | 0.5 | -6
COc1cccc(C(=O)COc2cccc(NC(=O)c3ccc(Cl)c(Cl)c3)c2)c1 | 0.0 | -5
C[C@@H]1CN([C@H](C)CO)S(=O)(=O)c2ccc(C#CC3CCCC3)cc2O[C@@H]1CN(C)CC1CC1 | -1.2 | -15
CCCN(C)C[C@H]1OCCCC[C@@H](C)Oc2ccc(NC(=O)Nc3ccc(C(F)(F)F)cc3)cc2C(=O)N([C@@H](C)CO)C[C@H]1C | 1.6 | .
C[C@H](CO)N1C[C@H](C)[C@@H](CN(C)S(C)(=O)=O)Oc2ncc(C#CCN(C)C)cc2C1=O | -5.6 | -3
O=c1cc(-c2ccc(O)cc2)oc2c(C3OC(CO)C(O)C(O)C3O)c(O)c(C3OCC(O)C(O)C3O)c(O)c12 (stereo not given) | -0.3 | 99*
C[C@@H]1CN([C@@H](C)CO)C(=O)Cc2cc(NC(=O)CCN3CCOCC3)ccc2O[C@@H]1CN(C)Cc1ccc(Oc2ccccc2)cc1 | -2.0 | .
CNC(=O)CN(c1cccc2ccccc12)S(C)(=O)=O | 0.1 | 3
C=CCOC(=O)[C@@H]1[C@H]2C(=O)O[C@H](c3ccccc3)[C@H](c3ccccc3)N2[C@H](c2ccc(OCCOC(=O)[C@H]3C[C@H]4C(=O)N5CCC[C@H]5C(=O)N4[C@H]3c3ccc(O)cc3)cc2)[C@@]12C(=O)Nc1ccccc12 | . | -10
C[C@H](CO)N1C[C@H](C)[C@H](CN(C)C(=O)NC2CCCCC2)Oc2ccc(NC(=O)c3ccncc3)cc2CC1=O | 2.4 | 2
CC(C)NC(=O)Nc1ccc2c(c1)CC(=O)N([C@H](C)CO)C[C@@H](C)[C@H](CN(C)CC1CC1)O2 | 0.1 | 5
Cc1noc(C)c1NC(=O)N[C@@H]1CC[C@@H](CC(=O)NCCCN(C)C)O[C@H]1CO | 0.4 | 2
Cc1cc(C(=O)Nc2cccc3c2O[C@H](CN(C)C(=O)Nc2c(C)noc2C)[C@H](C)CN([C@@H](C)CO)C3=O)n(C)n1 | 2.4 | .
O=C(C[C@@H]1C[C@@H]2c3cc(NC(=O)Cc4ccncc4)ccc3O[C@@H]2[C@H](CO)O1)NCc1ccccc1 | 0.1 | -13
Cc1cc(=O)[nH]c(SCC(=O)Nc2ccccc2)n1 | -0.1 | 9
CN(C)C(=O)c1cc2c(c(-c3cccc(C4=CCCC4)c3)n1)[C@@H](CCO)N([S@](=O)C(C)(C)C)C2 | -0.3 | -4
Cc1ccc(-c2ccc3c(c2)O[C@H](CN(C)S(C)(=O)=O)[C@@H](C)CN([C@H](C)CO)S3(=O)=O)cc1 | -0.2 | -6
CC(=O)Nc1ccc(NC(=O)C(C)n2nc([N+](=O)[O-])c(Br)c2C)cc1 (stereo not given) | -0.4 | 1
COCCNC(=O)C[C@H]1C[C@@H]2c3cc(N(C)C)ccc3O[C@@H]2[C@@H](CO)O1 | -13 | 2
C[C@H](CO)N1C[C@H](C)[C@@H](CN(C)C(=O)Nc2ccc(C(F)(F)F)cc2)Oc2c(NS(C)(=O)=O)cccc2C1=O | 0.6 | .
C[C@H]1CN([C@@H](C)CO)C(=O)c2cc(N(C)C)ccc2O[C@H]1CN(C)C(=O)Nc1cccc2ccccc12 | . | 7
CCOc1ccc2nc(NCc3cc(OC)c(OC)cc3OC)sc2c1 | -0.2 | -13
Cc1noc(C)c1NC(=O)Nc1ccc2c(c1)C(=O)N([C@H](C)CO)C[C@@H](C)[C@@H](CN(C)C(=O)Nc1c(C)noc1C)OCCCC[C@@H](C)O2 | 0.0 | .
COc1ccc(NC(=O)N(C)C[C@H]2Oc3ccc(NS(=O)(=O)c4ccc(C)cc4)cc3CC(=O)N([C@@H](C)CO)C[C@H]2C)cc1 | -2.1 | .
CC(C)OC(=O)N(C)C[C@H]1OCc2ccccc2-c2c(n(C)c3ccccc23)C(=O)N([C@H](C)CO)C[C@H]1C | -1.7 | -23
C[C@@H]1CN([C@@H](C)CO)C(=O)Cc2cc(NC(=O)CCN3CCOCC3)ccc2O[C@@H]1CN(C)Cc1ccc(Cl)c(Cl)c1 | . | -8
CCCNC(=O)N[C@H]1CC[C@H](CCNS(=O)(=O)c2cccc(F)c2)O[C@H]1CO | 0.2 | -8
C[C@@H]1CN([C@@H](C)CO)S(=O)(=O)c2ccc(Br)cc2O[C@H]1CN(C)Cc1cccnc1 | ? | 2

A different layout for some results above:
Every second line gives: IDH1 mut inh, PRC2 inh
CCCN(C)C[C@@H]1Oc2ncc(C#CC3CCCCC3)cc2C(=O)N([C@@H](C)CO)C[C@H]1C
    -0.1, -47
COC(=O)Nc1sc(C)c(C)c1C(=O)NCc1cccnc1
    0.5, -6
COc1cccc(C(=O)COc2cccc(NC(=O)c3ccc(Cl)c(Cl)c3)c2)c1
    0.0, -5
C[C@@H]1CN([C@H](C)CO)S(=O)(=O)c2ccc(C#CC3CCCC3)cc2O[C@@H]1CN(C)CC1CC1
    -1.2, -15
CCCN(C)C[C@H]1OCCCC[C@@H](C)Oc2ccc(NC(=O)Nc3ccc(C(F)(F)F)cc3)cc2C(=O)N([C@@H](C)CO)C[C@H]1C
    1.6, .
C[C@H](CO)N1C[C@H](C)[C@@H](CN(C)S(C)(=O)=O)Oc2ncc(C#CCN(C)C)cc2C1=O
    -5.6, -3
O=c1cc(-c2ccc(O)cc2)oc2c(C3OC(CO)C(O)C(O)C3O)c(O)c(C3OCC(O)C(O)C3O)c(O)c12 (stereo not given)
    -0.3, 99*
C[C@@H]1CN([C@@H](C)CO)C(=O)Cc2cc(NC(=O)CCN3CCOCC3)ccc2O[C@@H]1CN(C)Cc1ccc(Oc2ccccc2)cc1
    -2.0, .
CNC(=O)CN(c1cccc2ccccc12)S(C)(=O)=O
    0.1, 3
C=CCOC(=O)[C@@H]1[C@H]2C(=O)O[C@H](c3ccccc3)[C@H](c3ccccc3)N2[C@H](c2ccc(OCCOC(=O)[C@H]3C[C@H]4C(=O)N5CCC[C@H]5C(=O)N4[C@H]3c3ccc(O)cc3)cc2)[C@@]12C(=O)Nc1ccccc12
    ., -10

Not all compounds are listed (hit frequency here may not be typical).
